# OPRM1-OPRD1 ag: agonists of OPRM1-OPRD1 heterodimerization, primary screen, cell-based, luminescence. cells. activation, % at 9.3 µM. hit rate 0.3% among 340,000; in the data active means activation above about 18%;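 further: 0% = vehicle-treated cells and 100% = reference agonist; values of inactives mirror those of a sister screen read the other way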
# PKA-R1A act: activators of PKA-R1A holoenzyme, primary screen, biochemical, fluorescence polarization, Cy5-IP20, bovine R1A, mouse PKAc; cAMP-dependent protein kinase type I-alpha regulatory subunit (Bos taurus) + …; PKA-R1A dissociation; scaled: DMSO 0%, 113 µM cGMP 100%; activation, % at 11.4 µM; hit rate 0.083% among 340,000;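 active means percent activation above the mean of all tested compounds plus 3 SD, cut at about 19% in these data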;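 further: higher means more PKAc released from R1A so a rise in polarization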
# HTR5A inv ctr: HTR5A inverse agonists in luminescence cell assay, primary screen, counter-screen for OPRM1-OPRD1 heterodimer inverse agonist project, full-deck HTS. 5-hydroxytryptamine receptor 5A (Homo sapiens), P47898. hit rate 0.083% among 340,000. HTR5A cell line, inverse agonism. inhibition, % at 9.3 µM; in the data active means inhibition mostly above about 23%, no sharp cut-off; inactive means mostly below about 18%;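 further: 0% = cells with DMSO and 100% = no-cell wells with DMSO; some compounds called inactive have numbers as strong as hits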
# Target sequence (P47898 whole entry, looked up): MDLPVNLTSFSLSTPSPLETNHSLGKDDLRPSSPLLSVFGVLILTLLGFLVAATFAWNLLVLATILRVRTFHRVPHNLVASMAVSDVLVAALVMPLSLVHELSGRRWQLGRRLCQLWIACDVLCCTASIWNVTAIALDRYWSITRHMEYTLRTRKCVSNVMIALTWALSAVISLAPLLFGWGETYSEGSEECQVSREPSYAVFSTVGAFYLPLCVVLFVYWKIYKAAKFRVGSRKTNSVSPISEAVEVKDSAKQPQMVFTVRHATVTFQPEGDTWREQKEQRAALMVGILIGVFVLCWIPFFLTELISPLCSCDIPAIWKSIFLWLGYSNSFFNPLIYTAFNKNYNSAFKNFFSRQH
# Mot1-301 SUMO: yeast Mot1-301 growth rescue at high temperature, primary screen, SUMOylation pathway inhibitor project, S. cerevisiae, ATP luminescence, 38.5C; S. cerevisiae Mot1-301 growth rescue; percent above DMSO median, 100 means doubled; growth rescue, % at 18.8 µM; hit rate 1% among 320,000; AID 2716, 2010;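 active means every valid replicate shows activation above 250% relative to neutral control wells; inactive means the rest, any valid replicate at or below 250%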;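 further: OY570 slx delta 5 strain wells were the positive control but not used for scaling; some compounds called inactive have numbers as strong as hits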
# AddAB inh: growth inhibition of E. coli expressing H. pylori AddAB, primary screen, AddAB inhibitor project, absorbance; inhibition, % at 11.9 µM; hit rate 0.29% among 330,000; in the data active means inhibition above about 12%;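 further: 0% = vehicle wells of infected cells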
# Ecoli viability: E. coli V3065 growth inhibition, primary screen, counter-screen for AddAB inhibitor project, absorbance, OD600; AID 449728, 2010; 18 h; inhibition, % at 11.9 µM; hit rate 0.27% among 330,000;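 active means inhibition above the campaign's mean inhibition across all tested compounds plus 3 SD, cut at about 9.9% in these data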;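 further: uninfected addAB+ strain grown without phage in ampicillin broth; 0% = DMSO wells and 100% = ciprofloxacin 0.95 µg/ml wells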
# HTR5A ag: HTR5A agonists in luminescence cell assay, primary screen, counter-screen for OPRM1-OPRD1 heterodimer agonist project, full-deck HTS. activation, % at 9.3 µM. 5-hydroxytryptamine receptor 5A (Homo sapiens), P47898. hit rate 0.61% among 340,000. AID 504692, 2011. cell-based; in the data active means activation mostly above about 9.5%, no sharp cut-off; inactive means mostly below about 7.6%;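 further: 0% = cells with vehicle only and 100% = reference agonist; strong numbers were not always called active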
# OPRM1-OPRD1 inv: inverse agonists of MOR-DOR heterodimerization, primary screen, cell-based, luminescence; hit rate 0.21% among 340,000; inhibition, % at 9.3 µM; Mu-type opioid receptor (Homo sapiens) + Delta-type opioid receptor (Homo sapiens), …; cell-based MOR-DOR heterodimer luminescence, inverse agonism; in the data active means inhibition above about 22%, passing the limit was not always enough;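 further: 0% = cells with DMSO and 100% = wells without cells with DMSO; values of inactives mirror those of a sister screen read the other way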
# PfHsp90 set2: growth inhibition of PfHsp90-expressing yeast, primary screen, antimalarial PfHsp90 inhibitor project, S. cerevisiae, BacTiter-Glo luminescence, single point, set 2. BacTiter-Glo ATP, 48 h; yeast lacking PDR1 and PDR3 efflux regulators. AID 504621, 2011. inhibition, % at 9.4 µM. hit rate 0.32% among 310,000;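 active means every replicate shows inhibition above about 80%, whatever the replicate mean, limit read from the data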;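 further: 0% = DMSO neutral controls and 100% = 20 µM radicicol positive controls; yeast relying on Plasmodium falciparum Hsp90 in place of its own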
# phage Ecoli inh: growth loss of phage-infected E. coli, primary screen, RecBCD inhibitor project, absorbance, with phage, HTS; inhibition, % at 11.9 µM; hit rate 0.26% among 360,000; in the data active means inhibition above about 11%
# Pemphigus Ab inh: inhibitors of pemphigus antibody binding to DSG3, primary screen, biochemical, bead-based, flow cytometry, scFv-GFP. Desmoglein-3 (Homo sapiens), P32926. binding (percent of control), % at 10 µM. hit rate 0.48% among 310,000. DSG3-coupled beads, scFv-anti-DSG3-GFP binding; hits give low values;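 active means binding more than 3 SD below its plate's average and above zero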;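 further: hits lower antibody fragment binding to DSG3; some compounds called inactive have numbers as strong as hits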
# * = called active by the depositor; . = no result given. Compounds as they come; any-hit rate near 3.2%.
molecule	OPRM1-OPRD1 ag	PKA-R1A act	HTR5A inv ctr	Mot1-301 SUMO	AddAB inh	Ecoli viability	HTR5A ag	OPRM1-OPRD1 inv	PfHsp90 set2	phage Ecoli inh	Pemphigus Ab inh
O=S1(=O)CC2N=C(N(Cc3c(F)cccc3Cl)c3ccccc3F)SC2C1 (configuration not stated)	-1.5	-4	6	-5	-2.6	0.2	-2	9	11	3.0	100
CN(C)c1ccc(-c2cc([C@H]3[C@@H]4C=CCC[C@@]4(C)C(=O)N3Cc3ccccc3)ccc2F)cc1	2.1	-5	-21	1	2.4	0.8	-1	-11	-9	3.5	98
COc1cccc(CNC(=O)CN2C(=O)CSc3ccc(S(=O)(=O)N4CCCC4)cc32)c1	-1.7	-8	-6	.	1.4	-1.9	2	9	-1	3.2	112
COc1cccc(CN2CCN(C(=O)c3cccc4ccccc34)CC2)c1	-0.7	-5	-18	7	0.7	-1.3	5	4	8	-3.1	121
COc1cc(NC(=O)C2CCCN(c3ncnc4c3nc3n4CCCCC3)C2)cc(OC)c1OC (configuration not stated)	-2.2	-18	8	-14	-0.3	1.6	3	11	-17	-0.6	100
COc1ccc(-c2ncnc(C(F)(F)F)c2-c2csc(C)n2)c(O)c1	-2.5	-3	-19	52	-1.5	-0.2	6	13	2	1.7	98
COc1ccc(CCNC(=O)c2cnc3ccccn3c2=O)cc1	-1.6	0	13	-1	-0.5	-2.3	-2	9	-3	1.8	81
COc1ccc(C(O)Cn2c(=N)n(CCCN(C)C)c3ccccc32)cc1 (configuration not stated)	0.9	1	14	-7	4.8	2.1	1	-4	2	1.1	.
CCCC(=O)Nc1nnc(SCC)s1	-1.2	6	16	18	2.4	-1.6	-6	7	-18	2.8	94
COc1ccc(OC)c(-n2nnnc2SCC(=O)NCc2ccc3c(c2)OCO3)c1	-2.9	0	-8	-8	0.9	-2.7	3	17	-12	2.3	96
Cc1cccc(Cn2nc(C)cc2NC(=O)CCCn2ccc([N+](=O)[O-])n2)c1	-0.7	-3	1	-22	-1.5	-0.8	-2	4	.	0.8	128
Cc1ccn2c(=O)nc(SCC(=O)N3CCCC3)nc2c1	-0.2	-1	-27	-8	2.8	0.6	9	1	-4	4.1	95
CC1=NN(c2ccccc2)C(=O)/C1=C\C=C1/N(C)c2ccccc2C1(C)C	-0.6	-1	0	212	1.2	-3.5	-3	4	48	2.7	109
CN1CCN(c2ccc(CNS(=O)(=O)c3ccccc3)cc2)CC1	-1.9	-7	-10	4	3.9	0.3	0	10	-10	-0.4	102
C=CCNC(=O)c1onc(CSc2ccccc2)c1C(=O)NCC=C	0.0	-1	17	-13	5.5	2.9	-2	0	-8	5.1	101

# (further entries)
molecule	OPRM1-OPRD1 ag	PKA-R1A act	HTR5A inv ctr	Mot1-301 SUMO	AddAB inh	Ecoli viability	HTR5A ag	OPRM1-OPRD1 inv	PfHsp90 set2	phage Ecoli inh	Pemphigus Ab inh
COc1ccc(Cl)cc1NC(=O)C(C)Sc1nnc(C2CC2)n1C1CC1 (configuration not stated)	-3.6	6	5	86	1.8	-1.5	2	13	13	2.6	.
O=C1Cc2ccccc2C(=O)N1Cc1ccccc1	-0.5	2	25	-9	2.5	0.0	-10	2	-21	-0.6	102
O=C(CCCC(=O)n1cnc2ccccc21)n1cnc2ccccc21	-2.5	-11	-12	5	1.9	-0.7	4	14	4	1.1	107
COc1ccc(NC(=O)CN2C(=O)C(C)SC(C)C2=O)c(OC)c1 (configuration not stated)	-0.4	-9	-1	21	-1.1	2.2	0	3	-17	5.2	92
COc1ccc(N2C(=O)C(CC(N)=O)N(NC(=O)CCc3ccccc3)C2=O)cc1 (configuration not stated)	0.1	9	-6	-1	-1.0	-1.2	2	0	28	0.4	109
COc1cc(C#Cc2c(-c3cncn3C)n(C)c3ccc(Br)cc23)cc(OC)c1	1.2	0	-29	31	1.4	-0.3	5	-7	33	4.6	101
Cc1ccc(Cl)c(OCC(=O)NCc2ccco2)c1	-2.8	3	-17	-12	-0.3	1.4	3	15	-6	3.4	.
CCCOc1ccc(-c2csc(N)n2)cc1[N+](=O)[O-]	-0.9	-3	0	113	1.4	0.1	-3	6	-7	6.7	92
Nc1ccc(Br)cc1Br	-2.9	2	2	2	-0.2	1.0	0	16	-4	4.7	97
COc1ccc(-n2c(CN3CCN(c4ccccn4)CC3)nc3ccc([N+](=O)[O-])cc3c2=O)c(OC)c1	-0.1	-7	14	-10	-1.1	-0.6	4	0	0	2.1	92
N#Cc1c(N)nc(SCC(=O)C23CC4CC(CC(C4)C2)C3)c(C#N)c1-c1ccc(Cl)cc1	0.1	2	-18	3	1.6	0.3	7	0	-22	1.9	98
COc1cccc(CCC(=O)N2CCC(n3nccc3NC(=O)C3CCOC3)CC2)c1 (configuration not stated)	-2.4	-7	10	377	-0.4	0.6	6	13	3	4.2	103
COc1ccc(C2CC(=O)C(C=NCCO)=C(O)C2)cc1OC (configuration not stated)	-1.6	-1	-10	176	1.0	1.4	-4	9	16	1.7	.
C(=N\c1nccs1)/c1cccnc1	-2.2	-1	10	-7	2.4	-0.3	2	9	2	3.2	107
c1ccc2c(c1)c1c3n2CCNC3CCC1 (configuration not stated)	1.6	0	3	367	4.1	1.6	3	-7	32	1.9	.

# Record cards, as listed above. Screens in order: OPRM1-OPRD1 ag, PKA-R1A act, HTR5A inv ctr, Mot1-301 SUMO, AddAB inh, Ecoli viability, HTR5A ag, OPRM1-OPRD1 inv, PfHsp90 set2, phage Ecoli inh, Pemphigus Ab inh
# Entry for `COc1cc(NC(=O)C2CCCN(c3ncnc4c3nc3n4CCCCC3)C2)cc(OC)c1OC` (configuration not stated) : -2.2, -18, 8, -14, -0.3, 1.6, 3, 11, -17, -0.6, 100
# Entry for `C(=N\c1nccs1)/c1cccnc1` : -2.2, -1, 10, -7, 2.4, -0.3, 2, 9, 2, 3.2, 107
# Entry for `COc1cccc(CCC(=O)N2CCC(n3nccc3NC(=O)C3CCOC3)CC2)c1` (configuration not stated) : -2.4, -7, 10, 377, -0.4, 0.6, 6, 13, 3, 4.2, 103
# Entry for `CN(C)c1ccc(-c2cc([C@H]3[C@@H]4C=CCC[C@@]4(C)C(=O)N3Cc3ccccc3)ccc2F)cc1` : 2.1, -5, -21, 1, 2.4, 0.8, -1, -11, -9, 3.5, 98

# Next records:
molecule	OPRM1-OPRD1 ag	PKA-R1A act	HTR5A inv ctr	Mot1-301 SUMO	AddAB inh	Ecoli viability	HTR5A ag	OPRM1-OPRD1 inv	PfHsp90 set2	phage Ecoli inh	Pemphigus Ab inh
Cc1ccc(CNC(=O)c2cc(=O)c3cc(C)ccc3o2)cc1	-0.1	4	-12	-36	-2.1	0.7	3	0	-21	0.0	94
c1cncc(-c2nc3ccccc3o2)c1	-0.6	-5	-13	.	0.0	0.9	2	3	2	1.3	119
COc1cc(C(=O)N2CCN(c3ccccc3OC)CC2)c([N+](=O)[O-])cc1OC	-2.0	-8	-4	2	2.2	-1.8	2	11	3	2.5	99
CCOC(=O)CNC(=O)c1cn(CC(C)C)c(=O)c2cc(OC)c(OC)cc12	-1.2	-9	-8	9	0.1	-1.7	2	7	.	1.8	.
Cc1cc(C)n(-c2nc3c(c(=O)n(C)c(=O)n3C)n2CCO)n1	-1.7	-4	6	3	0.8	0.4	-2	8	3	0.8	104
CSc1ncccc1C(=O)OCC(=O)Nc1ccc2c(c1)CCC2	-2.2	-14	-4	18	3.1	2.1	2	9	-24	2.8	96
COc1ccc(C(=O)CCc2ccccc2)cc1	2.8	0	-8	-17	0.2	0.1	2	-13	17	1.5	96
Cc1nn2c(=O)c(NC(=O)c3ccc(Cl)cc3)cnc2s1	-2.4	-3	-14	4	5.8	0.3	5	12	.	0.8	111
CN(Cc1cn(Cc2ccccc2)nc1-c1ccc2c(c1)OCO2)Cc1nccn1C	-2.0	1	-11	4	1.5	1.7	2	10	-2	1.9	96
Cc1nn(C)c(C)c1CN(C)C(=O)C1c2ccccc2Oc2ccccc21	-3.2	-1	12	-16	2.3	-3.2	-5	19	12	1.8	107
CC(=O)C[C@H]1c2ccccc2S(=O)(=O)N1C1CCCCC1	-1.8	6	-4	3	3.1	-1.4	3	10	.	0.2	102
Cc1cccc(NC(=O)CN(C)C(C)C(=O)Nc2ccc(S(=O)(=O)N3CCCC3)cc2)c1C (configuration not stated)	-4.0	-9	8	.	.	.	5	19	-15	-1.6	101
Cc1c(NC(=O)C(C)Sc2ccc3ccccc3n2)c(=O)n(-c2ccccc2)n1C (configuration not stated)	-1.7	3	3	4	3.1	-0.9	1	8	.	0.5	95
O=C(COC(=O)c1ccc[n+]([O-])c1)Nc1ccc(Cl)cc1[N+](=O)[O-]	1.4	3	-16	.	1.8	0.5	-1	-6	33	0.5	.
COc1ccc(NC(=S)N2CCN(c3ncccn3)CC2)cc1	-2.8	0	-4	1	2.2	-0.8	-7	13	2	1.7	108

# (continued)
molecule	OPRM1-OPRD1 ag	PKA-R1A act	HTR5A inv ctr	Mot1-301 SUMO	AddAB inh	Ecoli viability	HTR5A ag	OPRM1-OPRD1 inv	PfHsp90 set2	phage Ecoli inh	Pemphigus Ab inh
NS(=O)(=O)c1cccc(NC(=O)CSc2nc3ccccc3c(=O)n2CC2CCCO2)c1 (configuration not stated)	-0.9	-10	-11	.	.	.	5	6	-21	3.3	99
Cc1cc(F)ccc1S(=O)(=O)Nc1ccc(O)c(Sc2ncn[nH]2)c1	1.9	2	0	106	3.6	-0.3	0	-11	38	1.8	93
Oc1ccc2oc3c(c2c1/C=N/n1cnnc1)CCCC3	2.1	3	2	-14	1.7	-0.4	-1	-10	7	4.8	103
N#CCC(=O)Nc1ccc(C(=O)Nc2cccnc2)cc1	-1.7	0	-31	-29	2.1	4.5	-2	9	5	-0.5	88
COCCNC(=O)C/C(C)=N/NC(=O)C(=O)NC1CCCCC1	-1.6	-4	7	-16	3.6	-0.6	-3	9	-14	1.2	100
CCOc1cc(/C=C/C(=O)O)ccc1OCCOc1ccc(F)cc1	-1.8	5	-3	-10	1.9	0.9	6	10	-15	-0.1	112
N#CCCn1nc2c(c1N)CCC2	-0.1	-3	5	.	.	.	-1	1	17	-7.8	97
CC(=O)c1cnn(-c2ccccc2)c1C	2.1	-3	-8	61	3.1	-1.2	3	-11	16	4.0	102
COc1cc(C(=O)Nc2ccc([N+](=O)[O-])cn2)cc(OC)c1OC	-1.3	-2	-31	-8	1.5	0.4	4	7	-19	0.8	100
CCOc1ccc(C(=O)NCC2OCCc3ccccc32)cc1 (configuration not stated)	-1.2	0	8	748*	-1.2	0.7	-1	7	0	1.2	106
